High-throughput results: PubChem, several laboratories
LMP1 NFkB inh = Epstein-Barr LMP1 NF-kappaB reporter inhibition | LMP1-induced NF-kappaB luciferase reporter cells, luminescence | inhibition, % at 12.5 µM | 0.69% of 350,000 active | AID 504558; in the data active means inhibition above about 41%;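 further: 0% = neutral control wells and 100% = reference inhibitor control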
SRC2 inh = human SRC2 (NCOA2) inhibition | Q15596 | HEK293 GAL4-SRC2 luciferase reporter, luminescence | inhibition, % at 9 µM | 0.17% of 370,000 active | AID 651957;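 active means inhibition above the mean inhibition of all tested compounds plus 3 SD, set per campaign, cut at about 52% in these data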;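 further: 0% = DMSO treated cells and 100% = cells given Gossypol at 36 µM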
TROY NFkB inh = TROY signaling inhibition; AID 1347056; inhibition, % at 10 µM; Q293 LMP1-TROYcd NF-kB luciferase reporter, 4 h; 0.98% of 360,000 active;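 active means compounds whose plate-normalised and pattern-corrected inhibition of the luciferase reporter signal at the single screening dose is 50% or more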
NCOA1 inh = inhibitors of human steroid receptor coactivator 1 (SRC1); 0.12% of 360,000 active; HEK293 GAL4-SRC1 luciferase reporter, luminescence; Q15788; inhibition, % at 3.6 µM;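 active means inhibition above the campaign mean plus 3 SD, with each screening campaign given its own cutoff, cut at about 60% in these data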;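 further: 0% = DMSO treated cells and 100% = gossypol at 36 µM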
TRAIL sens C8 = sensitizes caspase-8 expressing cells to TRAIL; NB7+C8 cells + TRAIL, ATPlite viability luminescence; inhibition (viability loss, TRAIL sensitization), % at 10 µM; 1% of 360,000 active;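 active means compounds causing at least 50% loss of cell viability in the single-dose screen, relative to plate controls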
TLR9-MyD88 block = TLR9-MyD88 interaction inhibition | AID 504734 | CHO BLA complementation TLR9-MyD88, CCF4 FRET ratio | 0.21% of 340,000 active | Q9NR96+Q99836 | inhibition, % at 4.98 µM;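 active means inhibition above the mean over all tested compounds plus 3 SD, cut at about 21% in these data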;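 further: 0% = DMSO only wells and 100% = clavulanate BLA inhibitor control wells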
NOD2 RIPK2 PPI = inhibitors of human NOD2-RIPK2 interaction | inhibition, % at 4.98 µM | O43353 | 0.38% of 360,000 active | CHO BLA complementation NOD2-RIPK2, CCF4 ratio; in the data active means inhibition above about 21%;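 further: 0% = vehicle only and 100% = reference blocker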
NR5A2 inv ag = suppresses constitutive activity of human LRH-1; 0.13% of 360,000 active; HEK293T StAR-luciferase reporter, LRH-1 transfected, 24 h; inhibition, % at 3.6 µM;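 active means inhibition above the mean inhibition of all tested compounds plus 3 SD, cut at about 73% in these data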;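 further: 0% = DMSO wells and 100% = reporter-only cells lacking LRH-1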
Target sequence (O00482 whole entry, looked up): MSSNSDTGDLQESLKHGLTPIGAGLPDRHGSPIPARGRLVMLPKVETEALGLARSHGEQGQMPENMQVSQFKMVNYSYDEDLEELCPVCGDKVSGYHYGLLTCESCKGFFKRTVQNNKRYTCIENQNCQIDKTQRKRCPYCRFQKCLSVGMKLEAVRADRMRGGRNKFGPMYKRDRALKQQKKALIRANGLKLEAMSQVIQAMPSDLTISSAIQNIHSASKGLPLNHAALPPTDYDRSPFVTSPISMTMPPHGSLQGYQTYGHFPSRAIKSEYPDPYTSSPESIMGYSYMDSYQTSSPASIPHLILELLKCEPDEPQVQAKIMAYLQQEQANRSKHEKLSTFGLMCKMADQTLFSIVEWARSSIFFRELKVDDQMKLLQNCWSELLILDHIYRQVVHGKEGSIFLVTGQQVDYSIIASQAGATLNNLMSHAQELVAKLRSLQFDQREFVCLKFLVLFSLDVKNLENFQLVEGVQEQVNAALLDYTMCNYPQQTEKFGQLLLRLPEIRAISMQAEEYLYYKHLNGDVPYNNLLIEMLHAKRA
Vif inh = inhibitors of HIV Vif. HEK293T cells, Vif self-association by quenched fluorescence, imaging, 24 h. inhibition, % at 7.49 µM. 0.35% of 340,000 active; in the data active means inhibition above about 50%, passing the limit was not always enough; further: some results filed as inactive read as strong as hits
NCOA3 inh = human NCOA3 inhibition; HEK293 GAL4-SRC3 luciferase reporter, luminescence; inhibition, % at 3.6 µM; 0.17% of 360,000 active; AID 588352;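 active means inhibition above a per-campaign cutoff, the mean of all compounds plus 3 SD, cut at about 60% in these data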;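 further: 0% = DMSO-treated cells and 100% = gossypol-treated cells at 36 µM; higher means less SRC3-driven luciferase light from the GAL4 reporter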
COUP-TFII inh = inhibitors of human COUP-TFII (NR2F2); P24468; HEK293T NGFI-A luciferase reporter, luminescence; inhibition, % at 8.6 µM; 0.7% of 370,000 active;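 active means inhibition above a per-plate cutoff, mean inhibition of test wells between control levels plus 3 SD, cut at about 38% in these data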;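 further: cells cotransfected with COUP-TFII expression vector driving the NGFI-A reporter; 0% = median of COUP-TF2 test wells and 100% = reporter-only cells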
Target sequence (P24468 whole entry, looked up): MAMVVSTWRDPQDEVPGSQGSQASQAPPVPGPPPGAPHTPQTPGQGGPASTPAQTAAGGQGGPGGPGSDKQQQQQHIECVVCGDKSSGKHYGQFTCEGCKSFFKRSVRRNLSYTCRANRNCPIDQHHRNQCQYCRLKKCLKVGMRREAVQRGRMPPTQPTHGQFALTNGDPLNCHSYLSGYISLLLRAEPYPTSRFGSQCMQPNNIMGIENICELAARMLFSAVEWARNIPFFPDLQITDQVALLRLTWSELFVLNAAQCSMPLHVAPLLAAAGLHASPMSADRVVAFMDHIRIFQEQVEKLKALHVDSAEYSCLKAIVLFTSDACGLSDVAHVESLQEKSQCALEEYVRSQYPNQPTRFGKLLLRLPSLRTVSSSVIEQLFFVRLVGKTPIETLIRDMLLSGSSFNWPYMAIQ
Starred values were filed as active, the others as inactive. This is a subset; count on the stated rates, not on these rows.

How did CCCc1[nH]nc2c1C(CCC)C(C#N)=C(N)O2 (centres undefined) do in these assays?
LMP1 NFkB inh: -11; SRC2 inh: -2; TROY NFkB inh: -5; NCOA1 inh: -16; TRAIL sens C8: -7; TLR9-MyD88 block: 5; NOD2 RIPK2 PPI: 4; NR5A2 inv ag: 10; Vif inh: 1; NCOA3 inh: -4; COUP-TFII inh: -4

Results for CN(CCCS(=O)(=O)[O-])c1ccc(/C=C/c2ccc3ccccc3[n+]2C)cc1 ?
LMP1 NFkB inh: -3; SRC2 inh: -1; TROY NFkB inh: 2; NCOA1 inh: -8; TRAIL sens C8: -14; TLR9-MyD88 block: -16; NOD2 RIPK2 PPI: -18; NR5A2 inv ag: -3; Vif inh: 7; NCOA3 inh: 13; COUP-TFII inh: 6

How did CC1(C)CC(=O)c2cnc(NC(=O)c3ccco3)nc2C1 do in these assays?
LMP1 NFkB inh: -6; SRC2 inh: -15; TROY NFkB inh: -51; NCOA1 inh: -42; TRAIL sens C8: 1; TLR9-MyD88 block: 2; NOD2 RIPK2 PPI: 5; NR5A2 inv ag: -36; Vif inh: 7; NCOA3 inh: -19; COUP-TFII inh: -18

How did CCC(=O)N1CCN(c2ccc(NC(=O)COc3ccccc3[N+](=O)[O-])cc2)CC1 do in these assays?
LMP1 NFkB inh: 4; SRC2 inh: 9; TROY NFkB inh: 38; NCOA1 inh: 12; TRAIL sens C8: 13; TLR9-MyD88 block: 1; NOD2 RIPK2 PPI: -9; NR5A2 inv ag: -6; Vif inh: -4; NCOA3 inh: 21; COUP-TFII inh: 2

How did COc1ccc(/C=C(\C#N)C(=O)OCC(=O)N2CC(C)OC(C)C2)cc1 (centres undefined) do in these assays?
LMP1 NFkB inh: -4; SRC2 inh: -18; TROY NFkB inh: 2; NCOA1 inh: 4; TRAIL sens C8: 1; TLR9-MyD88 block: 7; NOD2 RIPK2 PPI: 7; NR5A2 inv ag: 14; Vif inh: 1; NCOA3 inh: 7; COUP-TFII inh: 3

How did CCCC(=O)Nc1ccc(C(=O)COC(=O)C2CC2)cc1 do in these assays?
LMP1 NFkB inh: -11; SRC2 inh: -63; TROY NFkB inh: -43; NCOA1 inh: -46; TRAIL sens C8: -7; TLR9-MyD88 block: 2; NOD2 RIPK2 PPI: -7; NR5A2 inv ag: -39; Vif inh: 7; NCOA3 inh: -16; COUP-TFII inh: -29

Results for CCN1CCN(S(=O)(=O)c2ccc(Cl)c(C(=O)N(C)Cc3ccc(C(C)(C)C)cc3)c2)CC1 ?
LMP1 NFkB inh: 4; SRC2 inh: -2; TROY NFkB inh: 13; NCOA1 inh: -22; TRAIL sens C8: 0; TLR9-MyD88 block: -2; NOD2 RIPK2 PPI: 14; NR5A2 inv ag: 9; Vif inh: 21; NCOA3 inh: 25; COUP-TFII inh: 21

How did COc1ccccc1N1C(=O)CCC1(C#N)c1ccc(Br)cc1 (centres undefined) do in these assays?
LMP1 NFkB inh: -10; SRC2 inh: -3; TROY NFkB inh: 13; NCOA1 inh: -10; TRAIL sens C8: 2; TLR9-MyD88 block: -7; NOD2 RIPK2 PPI: -2; NR5A2 inv ag: 0; Vif inh: 3; NCOA3 inh: 20; COUP-TFII inh: 1

How did CCc1ccc(NC(=O)COc2cccc(-n3cnnn3)c2)cc1 do in these assays?
LMP1 NFkB inh: -3; SRC2 inh: -11; TROY NFkB inh: -20; NCOA1 inh: -7; TRAIL sens C8: 1; TLR9-MyD88 block: -2; NOD2 RIPK2 PPI: -12; NR5A2 inv ag: -7; Vif inh: 6; NCOA3 inh: 2; COUP-TFII inh: 6

How did Cc1ccc(S(=O)(=O)N(C(=O)c2ccncc2)c2ccc3oc4c(c3c2)CCCC4)cc1[N+](=O)[O-] do in these assays?
LMP1 NFkB inh: 9; SRC2 inh: 1; TROY NFkB inh: 54*; NCOA1 inh: 5; TRAIL sens C8: -20; TLR9-MyD88 block: -2; NOD2 RIPK2 PPI: -8; NR5A2 inv ag: 3; Vif inh: 3; NCOA3 inh: 11; COUP-TFII inh: 0

How did CCCCC1C2C(=O)N(c3ccccc3)C(=O)C2ON1c1ccccc1 (centres undefined) do in these assays?
LMP1 NFkB inh: 0; SRC2 inh: -23; TROY NFkB inh: -5; NCOA1 inh: -9; TRAIL sens C8: -11; TLR9-MyD88 block: -3; NOD2 RIPK2 PPI: -5; NR5A2 inv ag: -9; Vif inh: -3; NCOA3 inh: -5; COUP-TFII inh: 7

How did O=C(CN1CCN(c2cccc(Cl)c2)CC1)N1CCCC1 do in these assays?
LMP1 NFkB inh: -9; SRC2 inh: -7; TROY NFkB inh: 3; NCOA1 inh: 4; TRAIL sens C8: 0; TLR9-MyD88 block: 6; NOD2 RIPK2 PPI: -1; NR5A2 inv ag: 15; Vif inh: -2; NCOA3 inh: -1; COUP-TFII inh: 10

How did CC1CN(C(=O)CSc2nnc(C3CCCCC3)n2N)CC(C)O1 (centres undefined) do in these assays?
LMP1 NFkB inh: -1; SRC2 inh: -14; TROY NFkB inh: -1; NCOA1 inh: -6; TRAIL sens C8: 0; TLR9-MyD88 block: -6; NOD2 RIPK2 PPI: -8; NR5A2 inv ag: 1; Vif inh: 0; NCOA3 inh: 9; COUP-TFII inh: -11

Results for CCCN1CCN(CCCNC(=S)Nc2ccc(OC)cc2)CC1 ?
LMP1 NFkB inh: -1; SRC2 inh: -14; TROY NFkB inh: 0; NCOA1 inh: -32; TRAIL sens C8: -6; TLR9-MyD88 block: -10; NOD2 RIPK2 PPI: -10; NR5A2 inv ag: 4; Vif inh: -5; NCOA3 inh: 7; COUP-TFII inh: -1

How did COc1cc(C2NC(=O)NC(C)=C2C(=O)OCC2CCCCC2)cc(Cl)c1O (centres undefined) do in these assays?
LMP1 NFkB inh: 1; SRC2 inh: -4; TROY NFkB inh: -2; NCOA1 inh: 22; TRAIL sens C8: 5; TLR9-MyD88 block: 0; NOD2 RIPK2 PPI: 5; NR5A2 inv ag: -3; Vif inh: 0; NCOA3 inh: -32; COUP-TFII inh: -11

Results for O=c1cc(-c2ccccc2)nc(/C=C/c2ccccc2)[nH]1 ?
LMP1 NFkB inh: -11; SRC2 inh: 10; TROY NFkB inh: 7; NCOA1 inh: 4; TRAIL sens C8: 5; TLR9-MyD88 block: 0; NOD2 RIPK2 PPI: 6; NR5A2 inv ag: -13; Vif inh: 10; NCOA3 inh: 6; COUP-TFII inh: 8

What do the screens show for `Cc1ccc(NC(=O)CCNS(=O)(=O)c2ccc3[nH]c(=O)oc3c2)c(C)c1`?
LMP1 NFkB inh: -6; SRC2 inh: -14; TROY NFkB inh: 14; NCOA1 inh: -9; TRAIL sens C8: -9; TLR9-MyD88 block: 0; NOD2 RIPK2 PPI: 1; NR5A2 inv ag: 8; Vif inh: 22; NCOA3 inh: 4; COUP-TFII inh: 4

Results for CC(=O)c1cccc(N(CC(=O)N2CCCC2)S(C)(=O)=O)c1 ?
LMP1 NFkB inh: -30; SRC2 inh: 1; TROY NFkB inh: -3; NCOA1 inh: -12; TRAIL sens C8: -3; TLR9-MyD88 block: 0; NOD2 RIPK2 PPI: -8; NR5A2 inv ag: -7; Vif inh: -2; NCOA3 inh: 5; COUP-TFII inh: -7

Results for O=C(CSc1ccc(Br)cc1)N1CCN(S(=O)(=O)c2ccccc2)CC1 ?
LMP1 NFkB inh: -9; SRC2 inh: -5; TROY NFkB inh: -6; NCOA1 inh: 13; TRAIL sens C8: 11; TLR9-MyD88 block: -11; NOD2 RIPK2 PPI: -1; NR5A2 inv ag: 18; Vif inh: 12; NCOA3 inh: 19; COUP-TFII inh: 20

What do the screens show for `COc1ccccc1C(=O)NNC(=O)c1ccncc1`?
LMP1 NFkB inh: 5; SRC2 inh: 14; TROY NFkB inh: 8; NCOA1 inh: -12; TRAIL sens C8: -3; TLR9-MyD88 block: -10; NOD2 RIPK2 PPI: 11; NR5A2 inv ag: 22; Vif inh: 1; NCOA3 inh: 8; COUP-TFII inh: -1

How did Cc1noc(C)c1COc1cccc(C(=O)OCC(=O)NC(=O)c2ccc(OC(F)F)cc2)c1 do in these assays?
LMP1 NFkB inh: -3; SRC2 inh: 9; TROY NFkB inh: 12; NCOA1 inh: -10; TRAIL sens C8: 18; TLR9-MyD88 block: -10; NOD2 RIPK2 PPI: 0; NR5A2 inv ag: -19; Vif inh: 0; NCOA3 inh: 14; COUP-TFII inh: 4

What do the screens show for `CC(C)CCOc1ccc(C2=NNC(=O)CC2)cc1`?
LMP1 NFkB inh: -12; SRC2 inh: -25; TROY NFkB inh: -47; NCOA1 inh: -64; TRAIL sens C8: -4; TLR9-MyD88 block: -11; NOD2 RIPK2 PPI: -3; NR5A2 inv ag: -45; Vif inh: -2; NCOA3 inh: -36; COUP-TFII inh: -24

What do the screens show for `FC(F)c1nc2ccccc2[nH]1`?
LMP1 NFkB inh: -3; SRC2 inh: -18; TROY NFkB inh: 5; NCOA1 inh: -1; TRAIL sens C8: 1; TLR9-MyD88 block: 3; NOD2 RIPK2 PPI: -2; NR5A2 inv ag: 10; Vif inh: 12; NCOA3 inh: 12; COUP-TFII inh: 0

What do the screens show for `N#Cc1c(N)c(C(=O)c2ccc(Br)cc2)n2c1CCC2`?
LMP1 NFkB inh: -2; SRC2 inh: -10; TROY NFkB inh: 5; NCOA1 inh: -1; TRAIL sens C8: -1; TLR9-MyD88 block: -4; NOD2 RIPK2 PPI: -3; NR5A2 inv ag: 19; Vif inh: -16; NCOA3 inh: -4; COUP-TFII inh: 3

How did O=[N+]([O-])c1ccccc1COc1ccc(Cl)c2cccnc12 do in these assays?
LMP1 NFkB inh: -23; SRC2 inh: -67; TROY NFkB inh: -3; NCOA1 inh: -120; TRAIL sens C8: 16; TLR9-MyD88 block: 7; NOD2 RIPK2 PPI: 2; NR5A2 inv ag: -85; Vif inh: -2; NCOA3 inh: -89; COUP-TFII inh: -40

How did CN(CC(=O)Nc1ccccc1Br)C(=O)c1cc(S(=O)(=O)N(C)C)ccc1N1CCCC1 do in these assays?
LMP1 NFkB inh: 6; SRC2 inh: 9; TROY NFkB inh: -19; NCOA1 inh: -22; TRAIL sens C8: -6; TLR9-MyD88 block: 0; NOD2 RIPK2 PPI: 3; NR5A2 inv ag: 10; Vif inh: -4; NCOA3 inh: 2; COUP-TFII inh: -1

Results for CN(CC(=O)N1CCN(Cc2ccccc2)CC1)C(=O)Cc1ccc(Cl)c(Cl)c1 ?
LMP1 NFkB inh: 7; SRC2 inh: 2; TROY NFkB inh: 9; NCOA1 inh: 6; TRAIL sens C8: 1; TLR9-MyD88 block: 6; NOD2 RIPK2 PPI: -4; NR5A2 inv ag: -5; Vif inh: -4; NCOA3 inh: 9; COUP-TFII inh: 16

How did COc1ccccc1NS(=O)(=O)c1cc(N/C(=N\S(=O)(=O)c2ccccc2)c2ccc(F)cc2)ccc1Cl do in these assays?
LMP1 NFkB inh: 0; SRC2 inh: 6; TROY NFkB inh: 6; NCOA1 inh: -1; TRAIL sens C8: 5; TLR9-MyD88 block: 5; NOD2 RIPK2 PPI: -6; NR5A2 inv ag: 11; Vif inh: -1; NCOA3 inh: 13; COUP-TFII inh: 2
